# Screening data from PubChem BioAssay.
# FEN1 inhibitor: inhibitors of human flap endonuclease 1; AID 588795; 390,000 tested, 0.35% active; P39748; Recombinant FEN1 flap cleavage, fluorescence, 15 min; Potency, µM (doses to about 114 µM), for inactives: top-dose activity change, negative = inhibition, most hits filed as inhibitors; also: nearly all actives have a fitted effect of over 65% in size
#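 Quantitative HTS format: each compound was titrated, incubated with 10 nM nuclease for 15 min at room temperature, then challenged with flap substrate at 50 nM final. Signal change over 15 min gave concentration–effect curves.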
# N370S GC mod: N370S glucocerebrosidase modulation, Gaucher chaperone candidate; P04062; N370S GC spleen homogenate, 4MU-glucoside fluorescence; Potency, µM (series often up to 59.4 µM), for inactives: at the highest dose activity change, negative = inhibition, usual class: inhibitors; 330,000 tested, 0.092% active; AID 2101;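 also: 0% = full enzyme activity and -100% = no enzyme basal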
# GCN5L2 inh: blocks human GCN5L2 histone acetyltransferase | GCN5L2 HAT assay, ThioGlo1 CoA-SH fluorescence | Potency, µM (doses to about 58.9 µM), without a hit: at the top dose activity change, negative = inhibition, most hits filed as inhibitors | 390,000 tested, 0.21% active | AID 504327
# Target sequence (Q92830 whole entry, looked up): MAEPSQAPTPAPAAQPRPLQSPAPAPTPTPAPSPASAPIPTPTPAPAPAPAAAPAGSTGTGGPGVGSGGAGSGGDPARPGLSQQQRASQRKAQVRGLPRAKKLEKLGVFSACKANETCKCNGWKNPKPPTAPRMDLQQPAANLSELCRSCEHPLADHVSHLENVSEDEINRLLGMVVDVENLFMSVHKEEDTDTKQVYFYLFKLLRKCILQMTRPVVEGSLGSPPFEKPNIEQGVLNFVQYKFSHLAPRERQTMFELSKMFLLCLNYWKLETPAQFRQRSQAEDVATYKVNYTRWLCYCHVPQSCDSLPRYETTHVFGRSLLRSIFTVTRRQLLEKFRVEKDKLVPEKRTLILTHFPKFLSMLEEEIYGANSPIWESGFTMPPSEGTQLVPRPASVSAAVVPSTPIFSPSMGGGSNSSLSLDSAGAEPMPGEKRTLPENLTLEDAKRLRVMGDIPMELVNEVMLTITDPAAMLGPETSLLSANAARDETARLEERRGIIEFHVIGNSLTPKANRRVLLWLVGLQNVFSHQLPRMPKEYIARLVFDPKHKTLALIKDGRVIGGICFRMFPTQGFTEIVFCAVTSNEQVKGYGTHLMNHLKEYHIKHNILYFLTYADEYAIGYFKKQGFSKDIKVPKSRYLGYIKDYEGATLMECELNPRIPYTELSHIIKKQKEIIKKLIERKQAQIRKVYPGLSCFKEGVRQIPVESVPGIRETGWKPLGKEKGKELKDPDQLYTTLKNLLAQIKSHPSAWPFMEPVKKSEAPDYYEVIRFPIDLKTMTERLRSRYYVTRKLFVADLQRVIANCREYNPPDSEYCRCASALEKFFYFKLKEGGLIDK
#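 Titration-based screen in which CoA formation is detected via maleimide probe ThioGlo1 (50uM) turning fluorescent on thiol reaction; substrates H3(1-25) 75uM and acetyl-CoA 70uM, GCN5L2 20nM, 20 min incubation at room temperature.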
# The depositor's hits bear a star; ? = inconclusive; · = no result given; & = joins results of further samples; [ ] = another dose, or the depositor's remark. Calls follow the shape of the dose curve; as a rule, active = well fitted curve in the direction sought with a large enough effect; inconclusive = small, poorly fitted or top-dose-only effect, or another doubt; inactive = no such curve, though single readings can be large; an effect the other way counts as inactive or inconclusive. Unless noted, % is scaled to controls: 0 for no effect and ±100 for the full control effect; potency is read from the fitted curve at half-maximal effect. An unsorted share of the library; 0.54% or so of the library scored in one or more.
SMILES,FEN1 inhibitor,N370S GC mod,GCN5L2 inh
Cc1ccc(S(=O)(=O)N2[C@@H](c3ccc4c(c3)OCO4)C(C(=O)O)=C[C@H]2C(C)(C)C)cc1,15%,·,-2%
COc1ccc(C(CC(=O)c2ccccc2)C2CCCCC2=O)cc1 (stereo not drawn),-9%,25%,-6%
CCCCNC(=O)c1cc2c(=O)n3cccc(C)c3nc2n1C,·,25%,-9%
COc1ccccc1/C=C/c1onc(C)c1S(=O)(=O)N1CCC(C(=O)NC(C)C)CC1,-2%,-5%,?
COc1cc(C)ccc1OCC(=O)Nc1nnc(C2CC2)s1,4%,·,-3%
CC(C)(C)OC(=O)C[C@H]1C/C=C\C[C@H](CC(=O)NCCO)C(=O)NC[C@@H](c2ccccc2)OC1=O,-14%,·,-9%
Cc1csc(=O)n1CC(=O)OC(C)C(=O)Nc1ccc(F)c(F)c1F (stereo not drawn),-5%,-2%,-11%
COc1cc2c(cc1OC)C(COc1ccc(F)cc1)N(C(=O)c1ccco1)CC2 (stereo not drawn),-16%,20%,-30%
CCCCCN(C(=O)CCC(=O)OCC(=O)c1cccc(OC)c1)c1c(N)n(CCCC)c(=O)[nH]c1=O,-10%,-4%,0%
Cc1ccc(-c2cc(C(=O)NCCc3ccccn3)c3ccccc3n2)c(C)c1,-8%,4%,24%
COc1ccc(N2CCN(C(=O)c3ccc(CS(=O)(=O)c4ccc(Br)cc4)o3)CC2)cc1,-4%&-12%,1%,-6%&-4%
CCCOc1ccc(-c2nc(-c3ccc([N+](=O)[O-])cc3)cs2)cc1,4%,8%,-4%
CCc1nc2oc3cc(OC)ccc3c(=O)c2c(=O)n1Cc1ccco1,-4%,7%,-6%
COc1ccc(-c2noc(-c3cccc(OC)c3OC)n2)cc1OC,-3%,2%,-13%
COc1cccc(NS(=O)(=O)c2ccc3[nH]cc(C(=O)NC4CCCCC4)c(=O)c3c2)c1,-7%,·,-16%
O=C(Nc1ccccc1C(=O)Nc1nnc(C(F)(F)F)s1)c1ccccc1Cl,-11%,?,-21%
Cc1ccc(Oc2ccc(C=O)cn2)cc1,5%,-4%,-8%
CC(C)(C)n1nnnc1C(c1ccccn1)N1CCN(C(c2ccccc2)c2ccccc2)CC1 (stereo not drawn),14%,1%,?
O=C(CSCc1cccc(Cl)c1)NCc1ccc2c(c1)OCO2,-18%,-2%,3%
Nc1cc(=O)[nH]c(=O)n1Cc1ccccc1,-3%,1%&6%,0%
COCCN1C(=O)c2oc3ccccc3c(=O)c2C1c1ccc(O)c(OC)c1 (stereo not drawn),-17%,-14%,1%
CC1CCN(C(=O)CSc2nc3ncccc3[nH]2)CC1,-7%,-11%,-23%
Cc1noc(C)c1-c1ccc2ncnc(N3CCC(C(=O)O)CC3)c2c1,·,-2%,-7%
O=C1C2=C(NC(=S)NC2c2ccc(Cl)cc2)NC(c2ccc(Cl)cc2)N1c1ccc(Cl)cc1 (stereo not drawn),-20%,?,-28%
CC(=O)c1ccc(S(=O)(=O)N(CCCO)Cc2cc3cc4c(cc3[nH]c2=O)OCCO4)cc1,0%,-4%,-5%
CCc1ccc(NC(=O)CCS(=O)(=O)c2ccc3c(c2)CCN3C(C)=O)cc1,11%&-8%,-2%,-19%&-6%
CC1=Nn2c(nnc2-c2cc(C)[nH]n2)SC1,7%,-6%,1%
CC1C(c2ccccc2)N(C)CCC12NC(=O)NC2=O (stereo not drawn),-2%,-5%,2%
COc1ccc2nc(-c3ccccc3)nc(SCC(=O)NCC3CCCO3)c2c1 (stereo not drawn),-9%,29%,-6%
O=C(Nc1cccc(-n2cccn2)c1)C1CCCN(Cc2cccc(F)c2F)C1 (stereo not drawn),-6%,-27%,-14%
CC(=O)c1sc(NC(=O)C2CC(=O)N(Cc3ccco3)C2)nc1-c1ccccc1 (stereo not drawn),0%,-12%,-6%
CSc1ccccc1NC(=O)COC(=O)c1ccccc1O,-7%,6%,1%
Cc1cccc(NC(=S)NC2CC3C=CC2C3)c1 (stereo not drawn),-3%,-9%,-8%
Cc1cccc(CS(=O)(=O)Cc2ccc(C(=O)NC3CCCCC3)o2)c1,16%,2%,-1%
CC(C)c1ccc(C(C)NCCS(=O)(=O)c2ccc(Br)cc2)cc1 (stereo not drawn),?,5%,?
COc1ccc(C(=O)NCc2cccnc2)cc1,-1%,11%,1%
COc1cccc(C(C(=O)NCC2CCCO2)N(CC2CCCO2)C(=O)CN2C(=O)c3ccccc3S2(=O)=O)c1 (stereo not drawn),4%,-7%,-2%
CS(=O)(=O)N1CCN(c2ccc(NC(=O)CSc3ccc(Cl)cc3)cc2)CC1,-10%,·,-3%
COc1ccccc1C(=O)C1Nc2ccccc2-c2nnc(SC)nc2O1 (stereo not drawn),-16%,1%,-1%
Nc1nc(SCc2ccc(Cl)c(Cl)c2)n[nH]1,0%,3%,-1%
Cc1cc(C)c(NC(=O)c2ccc(CN3CCc4ccccc4C3)cc2)c(C)c1,-12%,11%,-2%
C=C1CCC(OC(C)=O)/C(C)=C/CC2[C@H]1CC2(C)C (stereo partly drawn),·,7%,-6%
Cc1cccc(OCc2nnc(SCc3cc(=O)[nH]c4ccccc34)n2-c2ccccc2)c1,12%,2%,47%[activator]
Cc1noc(C)c1CSCC(=O)Nc1cc(S(C)(=O)=O)ccc1Cl,-9%,-3%,-2%
Cc1ccc(N(C(=O)CNC(=O)c2ccco2)C(C(=O)NC2CCCC2)c2ccncc2)cc1 (stereo not drawn),1%,-9%,-2%
CCCCOc1ccccc1C(=O)NNC(=S)NC(=O)c1ccccc1[N+](=O)[O-],1%,8%,-2%
C=CCNC(=O)c1cccc2c1C(=O)c1ccc(N3CCCC3)cc1S2(=O)=O,-19%,·,-1%
COCCn1c(C)cc(C(=O)CSc2nc3ccccc3o2)c1C,-11%,11%,-2%
Cc1cc(NC(=O)C2CC(=O)N(c3ccc(F)cc3)C2)no1 (stereo not drawn),1%,-8%,-3%
Cc1cc(C)n2nc(SCC(=O)N/N=C/c3ccccn3)nc2n1,6%,-20%,0%
COc1ccc(C2CC(c3cccs3)=NN2C(=O)COC(=O)c2cc3ccccc3cc2O)cc1OC (stereo not drawn),6%,0%,-3%
Cc1ccc2c(Cl)cc(Cl)c(OCC(=O)NCc3ccco3)c2n1,·,-1%,?
COc1cc2c(C(=O)N3CCN(c4cccc(C(F)(F)F)c4)CC3)cn(CC(C)C)c(=O)c2cc1OC,-23%,·,-4%
Cc1ccc(OCCn2c(CCCO)nc3ccccc32)cc1,-2%,-22%,·
COc1ccc(OC)c(CCNC(=O)CS(=O)(=O)Cc2nc(-c3ccccc3Cl)oc2C)c1,-22%,0%,-4%
C#CCOCCOCCOCCNc1nc(N2CCN(C(=O)CCCCCCCCCCNC(=O)Cn3cc(C[C@@H](C)O)nn3)CC2)nc(N2CCN(C(=O)CCCCCCCCCCNC(=O)Cn3cc(C[C@@H](C)O)nn3)CC2)n1,-18%,-27%,-3%
O=C(NCCCSc1ccccc1)c1cnc(Cl)c(Cl)c1,-2%,-6%,-5%
CN(CC(=O)NCc1ccc(F)cc1)S(=O)(=O)c1ccc2[nH]c3c(c2c1)CCCC3,-2%,·,-18%
C=C(C)COc1ccc(-c2nc(N)ncc2Oc2ccc(OC)cc2)c(O)c1,-23%,9%[2.35 µM],-16%
c1ccc(Cc2nn3c(Cn4nnc5ccccc54)nnc3s2)cc1,-3%,-23%,-1%

# Further structures
SMILES,FEN1 inhibitor,N370S GC mod,GCN5L2 inh
O=C(c1ccc(F)cc1)C1CCN(CCCCc2ccccc2)CC1,·,-10%,-6%
CCOC(=O)c1c(C)[nH]c(C(=O)N(C)CC(=O)Nc2ccc(OC)cc2)c1C,-7%,·,0%
CN(C)S(=O)(=O)c1ccc(Cl)c(NC(=O)CSc2nc3c(cc2C#N)C(=O)CCC3)c1,-4%,13%,-4%
Cc1c(C(=O)O)c(C(=O)O)c2n1CCS2,19%,12%,-4%
COC(=O)C1=NNC2(C)C(=O)N(c3ccc(C)cc3)C(=O)C12 (stereo not drawn),16%,0%,3%
Cc1ccc(CNc2nc(-c3ccco3)nn2C(=O)c2ccccc2[N+](=O)[O-])cc1,-19%,·,-7%
CCn1c(CN2CCN(C(=O)c3ccco3)CC2)nc2c1c(=O)n(C)c(=O)n2C,-5%,5%,-2%
C(=N\Nc1nc(N2CCCC2)nc(N2CCCC2)n1)/c1cccnc1,-9%,1%,-11%
CCOC(=O)c1c(C)nc(C)c(C(=O)OCC)c1-c1ccc(Br)cc1,-9%,-13%,-10%
COc1ccc(-c2onc(C)c2C)cc1S(=O)(=O)NCc1ccco1,1%,·,-3%
O=C(OCC(=O)N1CCN(C(=O)c2ccco2)CC1)c1cc(-c2ccccc2)nc2ccccc12,-17%,14%,-5%
O=S(=O)(Nc1nc2ccccc2nc1Cl)c1ccc(Br)cc1,38%,1%,-9%
CC(=O)c1ccc(Oc2nc3c(c(=O)n(C)c(=O)n3C)n2C)cc1,0%,-19%,-10%
CCOc1ccc(S(=O)(=O)NCCC(=O)OCC(=O)c2ccc[nH]2)cc1,3%,6%,-2%

# Given with values under each structure: part of the list above.
# Below each compound: FEN1 inhibitor, N370S GC mod, GCN5L2 inh
> COc1ccc(C2CC(c3cccs3)=NN2C(=O)COC(=O)c2cc3ccccc3cc2O)cc1OC (stereo not drawn)
 : 6%, 0%, -3%
> Cc1ccc2c(Cl)cc(Cl)c(OCC(=O)NCc3ccco3)c2n1
 : ·, -1%, ?
> COc1cc2c(C(=O)N3CCN(c4cccc(C(F)(F)F)c4)CC3)cn(CC(C)C)c(=O)c2cc1OC
 : -23%, ·, -4%
> Cc1ccc(OCCn2c(CCCO)nc3ccccc32)cc1
 : -2%, -22%, ·
> COc1ccc(OC)c(CCNC(=O)CS(=O)(=O)Cc2nc(-c3ccccc3Cl)oc2C)c1
 : -22%, 0%, -4%
> C#CCOCCOCCOCCNc1nc(N2CCN(C(=O)CCCCCCCCCCNC(=O)Cn3cc(C[C@@H](C)O)nn3)CC2)nc(N2CCN(C(=O)CCCCCCCCCCNC(=O)Cn3cc(C[C@@H](C)O)nn3)CC2)n1
 : -18%, -27%, -3%
> O=C(NCCCSc1ccccc1)c1cnc(Cl)c(Cl)c1
 : -2%, -6%, -5%
> CN(CC(=O)NCc1ccc(F)cc1)S(=O)(=O)c1ccc2[nH]c3c(c2c1)CCCC3
 : -2%, ·, -18%
> C=C(C)COc1ccc(-c2nc(N)ncc2Oc2ccc(OC)cc2)c(O)c1
 : -23%, 9%[2.35 µM], -16%
> c1ccc(Cc2nn3c(Cn4nnc5ccccc54)nnc3s2)cc1
 : -3%, -23%, -1%
> O=C(c1ccc(F)cc1)C1CCN(CCCCc2ccccc2)CC1
 : ·, -10%, -6%
> CCOC(=O)c1c(C)[nH]c(C(=O)N(C)CC(=O)Nc2ccc(OC)cc2)c1C
 : -7%, ·, 0%
> CN(C)S(=O)(=O)c1ccc(Cl)c(NC(=O)CSc2nc3c(cc2C#N)C(=O)CCC3)c1
 : -4%, 13%, -4%
> Cc1c(C(=O)O)c(C(=O)O)c2n1CCS2
 : 19%, 12%, -4%
> COC(=O)C1=NNC2(C)C(=O)N(c3ccc(C)cc3)C(=O)C12 (stereo not drawn)
 : 16%, 0%, 3%
> Cc1ccc(CNc2nc(-c3ccco3)nn2C(=O)c2ccccc2[N+](=O)[O-])cc1
 : -19%, ·, -7%
> CCn1c(CN2CCN(C(=O)c3ccco3)CC2)nc2c1c(=O)n(C)c(=O)n2C
 : -5%, 5%, -2%
> C(=N\Nc1nc(N2CCCC2)nc(N2CCCC2)n1)/c1cccnc1
 : -9%, 1%, -11%
> CCOC(=O)c1c(C)nc(C)c(C(=O)OCC)c1-c1ccc(Br)cc1
 : -9%, -13%, -10%
> COc1ccc(-c2onc(C)c2C)cc1S(=O)(=O)NCc1ccco1
 : 1%, ·, -3%
> O=C(OCC(=O)N1CCN(C(=O)c2ccco2)CC1)c1cc(-c2ccccc2)nc2ccccc12
 : -17%, 14%, -5%
> O=S(=O)(Nc1nc2ccccc2nc1Cl)c1ccc(Br)cc1
 : 38%, 1%, -9%
> CC(=O)c1ccc(Oc2nc3c(c(=O)n(C)c(=O)n3C)n2C)cc1
 : 0%, -19%, -10%
> CCOc1ccc(S(=O)(=O)NCCC(=O)OCC(=O)c2ccc[nH]2)cc1
 : 3%, 6%, -2%
